BRCT PPI red: BRCT-phosphoprotein interaction inhibition (red fluorophore); BRCT-phosphopeptide binding, red fluorescence polarization; Potency, µM (highest dose often 76.9 µM), for the others: at the top dose activity change, negative = inhibition, most hits filed as inhibitors; AID 892; hit rate 0.03% among 75,000; P38398; further: on the % scale 0 is the no-effect control and ±100 the full control effect
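Rhodamine-labelled pBACH1 10-mer (100 nM) bound to BRCT domain (100 nM) at pH 7.3; compounds incubated 12 min room temperature, polarization read. Free peptide defines full inhibition; unlabelled decapeptide titrated as control.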
HADH2 inh: blocks human hydroxyacyl-CoA dehydrogenase type II; AID 886; hit rate 3.4% among 73,000; recombinant HADH2, NADH fluorescence, beta-hydroxybutyryl-CoA; Q99714; Potency, µM (highest dose often 57.1 µM), inactives show at the top dose activity change, negative = inhibition, usual class: inhibitors; further: potency means the concentration at half of the fitted maximal effect; on the % scale 0 is the no-effect control and ±100 the full control effect; nearly all actives have a fitted effect of over 60% in size; many of its hits are not listed in these tables
Target sequence (Q99714 whole entry, looked up, one chain of several): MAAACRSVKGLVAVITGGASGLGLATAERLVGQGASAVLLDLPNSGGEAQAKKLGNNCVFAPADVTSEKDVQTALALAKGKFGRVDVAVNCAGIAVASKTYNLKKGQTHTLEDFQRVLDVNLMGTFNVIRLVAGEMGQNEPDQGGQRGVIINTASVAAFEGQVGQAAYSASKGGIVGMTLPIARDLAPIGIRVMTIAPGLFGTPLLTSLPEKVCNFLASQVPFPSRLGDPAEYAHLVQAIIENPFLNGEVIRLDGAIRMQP
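Read-out: 360 nm excitation, 450 nm emission, kinetic over 4 min. Conditions: His-tagged human HADH2 20 nM, pH 9.0 Tris with Tween-20, 1 mM NAD+, 90 uM beta-hydroxybutyryl-CoA.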
CRE Fsk mod: alters forskolin-stimulated CRE reporter signaling in CHO cells. CHO CRE-bla reporter (cAMP response element driving beta-lactamase), forskolin EC10, beta-lactamase ratio. Potency, µM (doses to about 38.2 µM), for inactives: at the top dose activity change, negative = inhibition, most hits filed as activators. hit rate 2.5% among 71,000; active means well fitted activation curve with a large enough effect in the signal ratio, with a control signal flat, not every such curve was filed as active; inconclusive means small, poorly fitted or top-dose-only effect, or effect the other way, or a change in a side signal; the % refers to the signal ratio; further: potency means the concentration at half of the fitted maximal effect; % of control where 0% means no effect
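CRE-bla CHO reporter cells treated with compound titration plus EC10 NKH 477 (water-soluble forskolin), incubated 3 h at 37 °C; CCF4 loading 2 h at room temperature, 460/530 nm emission ratio read, AC50 values derived for positive or negative modulators.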
BRCT PPI green: blocks human BRCA1 BRCT binding to phosphopeptide, green readout. P38398. BRCA1 BRCT-phosphopeptide binding, green fluorescence polarization. Potency, µM (titrated, usually from 76.9 µM), without a hit: top-dose activity change, negative = inhibition, most hits filed as inhibitors. hit rate 0.05% among 75,000;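 further: potency means the concentration at half of the fitted maximal effect; plate controls were peptide without protein for full effect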
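Fluorescence polarization: His-tagged BRCT (~35 kDa BRCA1 C-terminus, 250 nM) bound to 100 nM fluorescein-labeled phosphorylated 10-aa BACH1 peptide, pH 7.3 phosphate buffer with DTT and Tween 20. Compounds incubated 12 min at room temperature; inhibition read as lowered polarization.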
Ub-GFP proteasome: ubiquitin-GFP accumulation via proteasome inhibition; AID 526; Ubiquitin-GFP reporter cells, proteasome inhibition, GFP fluorescence; response scale: untreated = 0%, 10 µM MG-132 = 100%; Potency, µM (doses to about 45.9 µM), for the others: at the top dose activation (GFP accumulation), hits mostly activators; 67,000 tested, under 10 active; active means well fitted activation curve with a large enough effect, not every such curve was filed as active; inconclusive means small, poorly fitted or top-dose-only effect, or another doubt; inactive means no such curve, though single readings can be large or run the other way; further: potency means the concentration at half of the fitted maximal effect
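Reporter cells (U2OS, ubiquitin-G76V-GFP fusion) are plated overnight, then treated 4 hr at 37 °C with compound titrations from 46 uM down to 2.9 nM. Activity is scaled against untreated cells and 10 uM MG-132.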
15-hLO inh: 15-hLO (ALOX15) enzyme inhibition; P16050; purified 15hLO-1, xylenol orange hydroperoxide absorbance; Potency, µM (titrated, usually from 57.1 µM), for inactives: top-dose activity change, negative = inhibition, hits mostly inhibitors; hit rate 1.4% among 74,000; further: potency means the concentration at half of the fitted maximal effect; on the % scale 0 is the no-effect control and ±100 the full control effect; nearly all actives have a fitted effect of over 55% in size
Target sequence (P16050 whole entry, looked up): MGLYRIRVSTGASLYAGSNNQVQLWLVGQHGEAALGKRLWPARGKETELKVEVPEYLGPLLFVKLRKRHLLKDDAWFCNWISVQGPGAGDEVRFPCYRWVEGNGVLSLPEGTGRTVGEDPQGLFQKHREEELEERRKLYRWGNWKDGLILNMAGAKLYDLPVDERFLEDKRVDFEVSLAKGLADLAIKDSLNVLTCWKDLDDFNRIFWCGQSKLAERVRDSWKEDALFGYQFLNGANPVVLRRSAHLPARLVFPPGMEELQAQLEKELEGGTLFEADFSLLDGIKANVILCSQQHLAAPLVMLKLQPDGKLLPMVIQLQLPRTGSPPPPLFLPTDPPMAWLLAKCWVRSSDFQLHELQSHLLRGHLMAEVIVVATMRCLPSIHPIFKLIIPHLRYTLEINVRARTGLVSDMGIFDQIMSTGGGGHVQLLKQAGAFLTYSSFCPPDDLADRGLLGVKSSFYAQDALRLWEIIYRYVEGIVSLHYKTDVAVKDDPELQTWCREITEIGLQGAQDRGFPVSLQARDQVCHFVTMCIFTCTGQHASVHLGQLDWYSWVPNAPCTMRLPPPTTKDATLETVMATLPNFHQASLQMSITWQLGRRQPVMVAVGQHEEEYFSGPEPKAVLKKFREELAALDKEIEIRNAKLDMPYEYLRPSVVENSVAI
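Purified human 15hLO-1 (40 nM final) in 25 mM Hepes pH 7.5, 0.01% Triton X-100 was preincubated with compound 15 min at room temperature, then reacted 6 min with 50 uM arachidonic acid; hydroperoxide detected by Fe-XO, 573/405 nm absorbance ratio.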
Pol III holo inh: DNA polymerase III holoenzyme inhibition; hit rate 0.25% among 71,000; Potency, µM (titrated, usually from 57.1 µM), inactives show top-dose activity change, negative = inhibition; reconstituted DNA polymerase III holoenzyme replication, biochemical; further: potency means the concentration at half of the fitted maximal effect; on the % scale 0 is the no-effect control and ±100 the full control effect
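Reconstituted *E. coli* holoenzyme (0.35 nM Pol III, 1 nM beta, 154 nM SSB, 2 nM primase) was preincubated with compound for 15 min at RT. Synthesis on 1.4 nM ssM13Gori ran 35 min, then was stopped with PicoGreen/EDTA and read as dsDNA fluorescence.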
Hsp90 Hop PPI: changes Hsp90-Hop TPR2A binding signal, up or down; AID 595; Potency, µM (doses to about 57 µM), for the others: at the top dose activity change, negative = inhibition; hit rate 0.44% among 71,000; AlphaScreen TPR2A-His6 binding biotin-Hsp90 C-terminal peptide; active means well fitted curve in either direction with a large enough effect; inconclusive means small, poorly fitted or top-dose-only effect, or another doubt; further: potency means the concentration at half of the fitted maximal effect; on the % scale 0 is the no-effect control and ±100 the full control effect; many of its hits are not listed in these tables
GFP derepression: epigenetic modulators derepressing GFP locus in mouse cells; mouse C127i GFP locus derepression, cytometry, 30 h; Potency, µM (doses to about 46.1 µM), inactives show at the highest dose GFP derepression (activation); hit rate 0.09% among 68,000; AID 597; further: % of control where 0% means no effect
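Locus derepression in mouse mammary C127i cells whose integrated CMV-GFP reporter is normally silent; GFP expression after 30 h compound treatment was quantified by counting fluorescent cells.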
USP2a inhib: USP2a (human) protease inhibition | O75604 | USP2a enzymatic assay, qHTS inhibition | Potency, µM (series often up to 38.3 µM), without a hit: at the top dose activity change, negative = inhibition, usual class: inhibitors | hit rate 0.1% among 60,000 | AID 927;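 further: potency means the concentration at half of the fitted maximal effect; nearly all actives have a fitted effect of over 60% in size; plate controls were DMSO for no effect and NEM full inhibition control for full effect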
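Coupled readout: USP2-cleaved Ub-PLA2 (20nM final) turns over NBD C6-HPC (20uM final), Ex 460nm/Em 535nm after 2.5 h, time-zero read flagging artifacts. Enzyme (20nM final, pH 8.0 Tris) given 30 min RT with compound first; NEM defines full inhibition.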
HBB splice mod: hemoglobin beta splicing modulation; hit rate 0.06% among 65,000; HBB splicing reporter cell assay, activation; EGFP reporter with mutant IVS2-654 intron; response scale: normalised to 500 nM splice-correcting PNA; Potency, µM (titrated, usually from 46.1 µM), for inactives: at the highest dose activation, usual class: activators; further: potency means the concentration at half of the fitted maximal effect; 0% is about no effect
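Compounds were applied for 2 days to HeLa EGFP-654 cells, 500/well in Optimem with 2% FCS. The reporter's EGFP is disrupted by mis-splicing of beta-globin intron IVS2-654. Readout: summed well GFP fluorescence from 488 nm laser scanning; reference was 500 nM antisense […] 654 PNA.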
The depositor's hits bear a star; ? = inconclusive; . = no result given; & = joins results of further samples; [ ] = remark or other dose. Unless noted, the call rests on the fitted dose curve; in most records, active means well fitted curve in the direction sought with a large enough effect; inconclusive means small, poorly fitted or top-dose-only effect, or another doubt; inactive means no such curve, though single readings can be large; an effect the other way counts as inactive or inconclusive. The list is partial. The share of hits here may be higher or lower than overall.

canonical_smiles,Hsp90 Hop PPI,CRE Fsk mod,USP2a inhib,Ub-GFP proteasome,BRCT PPI red,15-hLO inh,BRCT PPI green,HADH2 inh,HBB splice mod,GFP derepression,Pol III holo inh
O=c1cc(CN2CCN(Cc3ccccc3)CC2)c2cc(Cl)ccc2o1,-1%,21%,13%,7%,0.2%,-11%,1.6%,11%,1.6%,-5%,-4%
CCc1nnc(NC(=O)c2ccc(-c3cccc(C(F)(F)F)c3)o2)s1,-1%,3%,6%,5%,1.4%,-1%,0.2%,-20%,0.0%,-4%,-1%
Cc1ccc(C2C(C#N)=C(N)Oc3nc(-c4ccccc4)[nH]c32)o1 (configuration not stated),-11%,?,4%,-14%,-0.2%,?,1.6%,-24%,0.9%,4%,-6%
CCOC(=O)c1sc(NC(=O)c2ccc(CC)s2)nc1C,-7%,-2%,-1%,-5%,1.4%,4%,-3.2%,2%,-0.2%,2%,-10%
Cc1ccc(-c2nnc(COc3cccc(-n4cnnn4)c3)o2)cc1,2%,6%,17%,-1%,-0.7%,-1%,-1.5%,5%,.,-1%,-1%
CN1CCN(CC(=O)C23CC4CC(CC(C4)C2)C3)CC1,-3%,-7%,-4%,.,0.4%,-7%,-1.5%,2%,2.3%[0.369 µM],0%,-5%
O=C(CCCSc1nc2ccccc2s1)Nc1nccs1,-1%,?,3%,0%,0.8%,-14%,0.5%,0%,-2.0%,0%,-1%
O=C(CCOc1ccccc1)OCC(=O)c1cc2ccccc2o1,17%,-15%,28%,1%,0.1%,-22%,1.3%,10%,-4.2%,-2%,1%
O=C(NCCCN1CCOCC1)c1cc2ccccc2oc1=O,0%,2%,-5%,-2%,0.7%,-2%,-0.7%,-15%,-0.1%[57.5 µM],4%,2%
Cn1c(-c2ccccc2)cnc1SCc1nc2ccccc2c(=O)[nH]1,-20%,-9%,9%,-2%,-0.4%,3%,-0.8%,-8%,-0.2%,1%,-9%
O=C(CSc1nc(O)cc(=O)n1-c1ccccc1)NCc1ccccc1,-1%,-2%,-1%,-9%,1.4%,-3%,-2.4%,-3%,2.1%[9.22 µM],0%,0%
COCC(C)NC(=O)C1CC(c2cccc(Br)c2)=NO1 (configuration not stated),-1%,-1%,4%,0%,0.5%,0%,1.6%,-28%,2.8%[57.5 µM],-1%,-1%
CCn1c(=S)sc2c(=O)n(-c3ccccc3)c(SCC(=O)NCc3ccco3)nc21,-6%,?,21%,.,-0.7%,-1%,0.2%,0%,-1.9%[0.369 µM],-7%,-8%
COc1ccc(N2CCN(CC(=O)Nc3cc4c(cc3C(C)=O)OCO4)CC2)cc1,-1%,-1%,1%,2%,1.5%,1%,-2.1%,-6%,-0.5%,0%,-2%
CCN(CC)CCCNC(=O)C1c2ccccc2C(=O)N(C)C1c1ccc(OC)cc1 (configuration not stated),-1%,-21%,-6%,-7%,-0.3%,4%,-1.6%,-3%,2.3%,-4%,3%

2 neighbouring compounds already listed:
canonical_smiles,Hsp90 Hop PPI,CRE Fsk mod,USP2a inhib,Ub-GFP proteasome,BRCT PPI red,15-hLO inh,BRCT PPI green,HADH2 inh,HBB splice mod,GFP derepression,Pol III holo inh
COc1ccc(N2CCN(CC(=O)Nc3cc4c(cc3C(C)=O)OCO4)CC2)cc1,-1%,-1%,1%,2%,1.5%,1%,-2.1%,-6%,-0.5%,0%,-2%
CCN(CC)CCCNC(=O)C1c2ccccc2C(=O)N(C)C1c1ccc(OC)cc1 (configuration not stated),-1%,-21%,-6%,-7%,-0.3%,4%,-1.6%,-3%,2.3%,-4%,3%

Profiles from above:
Record of Cc1ccc(-c2nnc(COc3cccc(-n4cnnn4)c3)o2)cc1 = Hsp90 Hop PPI = 2%; CRE Fsk mod = 6%; USP2a inhib = 17%; Ub-GFP proteasome = -1%; BRCT PPI red = -0.7%; 15-hLO inh = -1%; BRCT PPI green = -1.5%; HADH2 inh = 5%; HBB splice mod = .; GFP derepression = -1%; Pol III holo inh = -1%
Record of O=C(CSc1nc(O)cc(=O)n1-c1ccccc1)NCc1ccccc1 = Hsp90 Hop PPI = -1%; CRE Fsk mod = -2%; USP2a inhib = -1%; Ub-GFP proteasome = -9%; BRCT PPI red = 1.4%; 15-hLO inh = -3%; BRCT PPI green = -2.4%; HADH2 inh = -3%; HBB splice mod = 2.1%[9.22 µM]; GFP derepression = 0%; Pol III holo inh = 0%

(further entries)
canonical_smiles,Hsp90 Hop PPI,CRE Fsk mod,USP2a inhib,Ub-GFP proteasome,BRCT PPI red,15-hLO inh,BRCT PPI green,HADH2 inh,HBB splice mod,GFP derepression,Pol III holo inh
O=C(CCN1CCN(c2ccccc2)CC1)Nc1ccccc1F,-5%,-8%,0%,3%,0.4%,-3%,2.2%,-3%,1.6%,-3%,0%
N#Cc1c(SCC(=O)Nc2nccs2)nc2c(c1-c1ccco1)CCCC2,4%,?,-10%,1%,1.2%,-9%,-2.1%,21%,2.0%[57.5 µM],0%,-6%
O=S(=O)(Cc1ccccc1)NCC1CCCO1 (configuration not stated),0%,0%,-4%,6%,0.3%,4%,-0.1%,-8%,-0.3%[9.22 µM],-2%,1%
COc1ccccc1Nc1nc2ccccc2[nH]1,-4%,?,-3%,-1%,-0.2%,5%,1.8%,3%,-0.6%[57.5 µM],0%,-4%
O=C(c1ccco1)N1CCN(C(c2ccccc2Cl)c2nnnn2CC2CCCO2)CC1 (configuration not stated),0%,-3%,-2%,10%,1.4%,-13%,-0.5%,-2%,0.0%,1%,-6%
O=c1cc(CSc2nnnn2-c2ccccc2)[nH]c2[nH]n(-c3ccccc3)c(=O)c12,-8%,-10%,-3%,6%,-1.0%,-14%,-2.1%,?,-0.5%,-2%,-10%
O/N=C1/CCCCc2sccc21,?,1%,?,6%,0.8%,3%,-0.1%,-13%,-1.9%[9.22 µM],0%,-2%
CCOC(=O)c1ccc(N2C(=O)c3n[nH]c(C)c3C2c2ccc(OC)cc2OC)cc1 (configuration not stated),-12%,?,?,-3%,-1.2%,?,1.0%,-3%,1.0%[57.5 µM],4%,0%
Cc1ccc(SCCCn2cncn2)cc1,-7%,-13%,4%,8%,-0.7%,-12%,-2.5%,11%,2.7%,3%,-1%
CC(=O)c1cccc(NC(=O)c2ccc(S(=O)(=O)N3CCCCC3)cc2)c1,-5%,-7%,7%,-3%,0.0%,0%,0.4%,-17%,-1.1%,3%,-1%
CN(C)S(=O)(=O)c1ccc(C(=O)OCC(=O)c2ccc(OC(F)F)cc2OC(F)F)cc1,3%,?,-7%,-1%,1.5%,-2%,-0.6%,2%,-1.8%,0%,-6%
CC(=O)N(C(C)=O)c1c(C#N)c(C)n(-c2ccccc2)c1C(=O)c1ccccc1,-3%,24%,-11%,-6%,-1.1%,-4%,-4.9%,-9%,0.7%[0.369 µM],0%,-7%
CCOc1ccc(S(=O)(=O)n2ccc(C)n2)c2ccccc12,5%,9%,5%,13%,-0.7%,-13%,3.1%,28%,-0.1%,0%,0%
CC(C)(C)c1ccc(S(=O)(=O)NCCOCC(F)(F)C(F)F)cc1,3%,17%,6%,-2%,-1.3%,-20%,-0.2%,11%,0.1%,1%,-13%
NCCSCc1ccccc1Cl,1%[11 µM],2%[7.6 µM],.,-9%[9.17 µM],-0.2%[15.4 µM],-1%[11.4 µM],0.5%[15.4 µM],-16%[11.4 µM],3.7%[9.22 µM],5%[9.22 µM],-3%[11.4 µM]
Oc1ccc(O)cc1,-2%&-3%,?,-25%,3%,25%,?,-13%[3.08 µM],0.4µM*,?,-2%,1%&-4%
O=C(O)CC(C(=O)NC1CCCCC1)C1CCCO1 (configuration not stated),-1%,-1%,2%,6%,-2.8%,-2%,2.3%,0%,-1.1%,18%,-1%

Source: PubChem BioAssay (National Center for Advancing Translational Sciences (NCATS))
